# Screens: PubChem, several laboratories
# ABCG2 block: inhibitors of human ABCG2 transporter, ABCB1 counter-screen | Q9UNQ0 | IgMXP3 cells, JC-1 efflux, flow cytometry | inhibition, % at 6.6 µM | 0.1% of 190,000 active | AID 1325;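 active = inhibition above 80%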;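 note: 0% = DMSO and 100% = nicardipine control wells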
# Target sequence (Q9UNQ0 whole entry, looked up): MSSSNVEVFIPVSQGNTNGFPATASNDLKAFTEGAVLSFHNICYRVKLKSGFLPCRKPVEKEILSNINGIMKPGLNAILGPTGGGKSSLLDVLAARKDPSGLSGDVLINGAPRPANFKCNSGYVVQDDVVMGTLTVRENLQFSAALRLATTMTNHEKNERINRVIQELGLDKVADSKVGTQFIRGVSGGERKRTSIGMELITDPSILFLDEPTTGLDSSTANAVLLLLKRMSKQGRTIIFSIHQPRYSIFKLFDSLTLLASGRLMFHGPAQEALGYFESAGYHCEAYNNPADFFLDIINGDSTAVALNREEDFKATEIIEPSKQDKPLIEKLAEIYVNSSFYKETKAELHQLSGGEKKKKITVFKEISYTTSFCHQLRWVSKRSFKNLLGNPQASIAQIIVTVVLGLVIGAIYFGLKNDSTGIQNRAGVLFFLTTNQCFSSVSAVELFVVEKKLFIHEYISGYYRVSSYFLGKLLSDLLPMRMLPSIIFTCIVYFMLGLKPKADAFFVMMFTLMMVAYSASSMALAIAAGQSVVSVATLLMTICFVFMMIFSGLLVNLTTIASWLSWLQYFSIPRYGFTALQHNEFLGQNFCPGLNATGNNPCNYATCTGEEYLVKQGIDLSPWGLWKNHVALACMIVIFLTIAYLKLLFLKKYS
#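 Test system: IgMXP3 (ABCG2) plus far-red-tagged CCRF-Adr (ABCB1) cells / Amount: 3 million cells/mL in well / Reagent: JC-1 transporter substrate / Timing: 10 min compound exposure, 25 °C / Signal: flow cytometry, 530 nm JC-1 signal / Read-out: percent efflux inhibition, scaled nicardipine 100% to DMSO 0% / Benchmarks: nicardipine as high control, DMSO as low control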
# GSH bead fluor: GSH bead compound fluorescence profile | GSH beads flow cytometry, compound fluorescence 488/530 nm; active compounds read high | fluorescence (KMESF) at 10 µM | 0.25% of 190,000 active | AID 1776; in the data active = fluorescence above about 89;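 note: glutathione beads carrying GST-tagged Bcl family fusion proteins plus one bare bead set; values are compound well signal with DMSO vehicle wells as background; inactives centre near 16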
# ABCB1 block: blocks JC-1 efflux by human ABCB1 transporter | P08183 | CCRF-Adr cells, flow cytometry | inhibition, % at 6.6 µM | 0.067% of 190,000 active; in the data active = inhibition above about 40%;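 note: 0% = vehicle and 100% = reference inhibitor; higher value means more JC-1 retained so stronger ABCB1 efflux block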
# HRas wt GTP bind: human HRas wildtype GTP binding, change in either direction; P01112; GST-Ras wt beads, Bodipy-FL-GTP binding, flow cytometry; actives lie on both sides; GTP binding activity, % at 10 µM; 0.14% of 190,000 active;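 active = GTP binding activity at least 20% away from the 100% baseline, either lowered as inhibitor or raised as activator; inconclusive = flagged as likely green fluorescent, judged across all proteins in the well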;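 note: 0% = unlabeled GTP competition control and 100% = no-compound control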
# Target sequence (P01112 whole entry, looked up): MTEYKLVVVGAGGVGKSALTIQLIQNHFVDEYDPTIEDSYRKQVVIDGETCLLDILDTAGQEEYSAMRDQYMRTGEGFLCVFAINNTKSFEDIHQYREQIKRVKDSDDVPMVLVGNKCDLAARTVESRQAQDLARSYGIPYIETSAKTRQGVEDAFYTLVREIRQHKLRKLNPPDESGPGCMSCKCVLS
# Rac1 wt modul: alters GTP binding to wildtype human Rac1. P63000. GST-Rac1 beads, fluorescent GTP binding, flow cytometry; actives lie on both sides; 0 = cold GTP competed, 100 = untreated. GTP binding activity (% of control), % at 10 µM. 0.27% of 190,000 active. AID 757;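 active = GTP binding activity at least 20 points away from the 100% control level, either lower or higher; inconclusive = compound flagged as likely green fluorescent, judged across all proteins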
# Rab2 wt GTP: changes GTP binding to wildtype dog Rab2A, up or down; P61105; GST-Rab2 wt beads, Bodipy-GTP binding, flow cytometry; GTP binding activity, % at 10 µM; 0.19% of 190,000 active; AID 760;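 active = GTP binding activity at least 20 points away from 100%, either lowered or raised; inconclusive = signal likely due to the compound's own green fluorescence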;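 note: 0% = beads with excess unlabeled GTP and 100% = no-compound control corrected for plate trend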
# Avidin bead fluor: compound fluoresces at 488/530 nm on avidin beads; compound fluorescence 488/530 nm, flow cytometry; active compounds read high; fluorescence (KMESF) at 10 µM; 0.38% of 220,000 active; AID 1775; in the data active = fluorescence above about 47; note: inactives centre near 10
# Cdc42 wt: modulators (inhibitors or activators) of GTP binding to human Cdc42 wildtype; P60953; GST-Cdc42 beads, Bodipy-GTP binding, flow cytometry; actives lie on both sides; percent activity (GTP binding), % at 10 µM; 0.2% of 190,000 active; AID 761;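 active = percent activity GTP binding at least 20 points away from the 100% baseline, either down as inhibitor or up as activator; inconclusive = compound flagged as likely green fluorescent from well-wide comparison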;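 note: median bead fluorescence of bound Bodipy-FL-GTP at 100 nM; 0% = excess unlabeled GTP control and 100% = no compound control; below 100% means less GTP binding so inhibitor and above means activator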
# Target sequence (P60953 whole entry, looked up): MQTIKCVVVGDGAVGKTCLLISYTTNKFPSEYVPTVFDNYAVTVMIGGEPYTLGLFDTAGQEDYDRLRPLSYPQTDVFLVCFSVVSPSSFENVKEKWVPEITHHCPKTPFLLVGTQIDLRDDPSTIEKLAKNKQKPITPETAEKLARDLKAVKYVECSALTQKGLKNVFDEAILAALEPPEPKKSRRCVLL
# Rac1 mut GTP: modulators of GTP binding to human Rac1 activated mutant; P63000; GST-Rac1 activated beads, fluorescent GTP binding, flow cytometry; actives lie on both sides; 100% means binding = to untreated wells; percent activity (GTP binding), % at 10 µM; 0.11% of 190,000 active;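 active = GTP binding at least 20 percentage points away from the 100% baseline, in either direction, so actives lie on both sides; inconclusive = Compound likely fluorescent itself, or too few beads counted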
# Rab7 wt GTP bind: modulators of GTP binding to dog Rab7 wildtype GTPase | 0.055% of 190,000 active | GTP binding activity (percent of control), % at 10 µM | GST-Rab7 beads, fluorescent GTP binding, flow cytometry; actives lie on both sides; untreated = 100%, excess cold GTP = 0%;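 active = fluorescent GTP binding to Rab7 beads changed by at least 20 points from the 100% baseline, either direction, mostly lower; inconclusive = compound itself probably fluorescent, or too few beads counted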;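 note: median green fluorescence of bound Bodipy-FL-GTP per Rab7 bead population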
# Pf gametocyte: P. falciparum stage V gametocyte viability inhibition | P. falciparum stage V gametocytes, ATP luminescence, 24 h | inhibition, % at 10.9 µM | 0.065% of 150,000 active | AID 743093;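 active = inhibition above the mean plus 3 SD of compounds within the control limits, set per campaign, cut at about 38% in these data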;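 note: 0% = DMSO wells and 100% = medium only without gametocytes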
# The depositor's hits bear a star; ? = inconclusive; . = not tested or not shown.
SMILES,ABCG2 block,GSH bead fluor,ABCB1 block,HRas wt GTP bind,Rac1 wt modul,Rab2 wt GTP,Avidin bead fluor,Cdc42 wt,Rac1 mut GTP,Rab7 wt GTP bind,Pf gametocyte
O=C(CN1C(=O)C2CCCCC2C1=O)OCn1nnc2ccccc2c1=O (stereo not given),2,13,-0.1,97,99,98,9,98,95,102,-6
C=CCc1cc(C=O)cc(OC)c1OCc1ccc(Cl)cc1,0,23,-0.2,102,99,99,13,98,98,98,6
CC1(C)CC(=O)c2c(nc3ccccc3c2N)C1,2,13,0.2,98,94,96,39,97,97,96,.
CC(NC(=O)c1ccc(F)cc1)c1ccc2c(c1)CCCC2 (stereo not given),0,16,0.2,104,104,102,9,103,100,102,.
Cc1cc(C)nc(SCCCn2c(=O)[nH]c3ccccc32)n1,1,16,0.3,101,102,102,7,100,100,99,-5
C/C(N)=C(/C#N)C(=O)CSc1nn(-c2ccc(Cl)cc2)c(=S)s1,9,16,0.5,95,96,97,11,93,92,97,.
CCOc1cc([N+](=O)[O-])cc2c1C(=O)Nc1ccccc1O2,30,19,9.7,95,94,100,11,97,94,102,13
O=Cc1ccc(OCc2nnsc2Cl)cc1,-1,15,-0.6,99,106,102,12,105,102,96,-42
CN1C(=O)CC(N2CCN(Cc3ccc(Cl)cc3)CC2)C1=O (stereo not given),-1,23,-0.6,104,100,105,13,103,100,96,.
O=C(/C=C/c1ccccc1Cl)Nc1ccc2c(c1)C(=O)NC2=O,-1,6,-0.7,95,96,99,21,94,93,100,.
Cc1ccc(CC(=O)NCC(c2ccco2)N(C)C)cc1C (stereo not given),2,74,1.2,99,99,97,20,100,97,103,-32
O=C(c1cccc([N+](=O)[O-])c1)N1CCOCC1,2,16,0.3,99,111,104,13,108,101,98,7
Cc1ccc(-n2nnc(-c3ccnc4ccccc34)n2)cc1,4,21,0.4,97,98,96,4,99,97,96,.
CCOC(=O)C1(P(=O)(c2ccc(Cl)cc2)c2ccc(Cl)cc2)CCC1,2,48,0.2,103,100,97,14,100,96,101,.
O=C1C2CC=C(Cl)CC2C(=O)N1c1ncn[nH]1 (stereo not given),0,14,0.0,103,107,100,23,104,101,101,.

# An excerpt from above in order of length of the SMILES, largest number first:
SMILES,ABCG2 block,GSH bead fluor,ABCB1 block,HRas wt GTP bind,Rac1 wt modul,Rab2 wt GTP,Avidin bead fluor,Cdc42 wt,Rac1 mut GTP,Rab7 wt GTP bind,Pf gametocyte
CCOC(=O)C1(P(=O)(c2ccc(Cl)cc2)c2ccc(Cl)cc2)CCC1,2,48,0.2,103,100,97,14,100,96,101,.
O=C(CN1C(=O)C2CCCCC2C1=O)OCn1nnc2ccccc2c1=O (stereo not given),2,13,-0.1,97,99,98,9,98,95,102,-6
C=CCc1cc(C=O)cc(OC)c1OCc1ccc(Cl)cc1,0,23,-0.2,102,99,99,13,98,98,98,6

# (next part)
SMILES,ABCG2 block,GSH bead fluor,ABCB1 block,HRas wt GTP bind,Rac1 wt modul,Rab2 wt GTP,Avidin bead fluor,Cdc42 wt,Rac1 mut GTP,Rab7 wt GTP bind,Pf gametocyte
CN1CCN(C(=O)C2CCCCC2C(=O)O)CC1 (stereo not given),1,21,0.2,99,105,101,4,103,104,99,.
CN1C2=C(C#N)C(c3ccccc3)(C(F)(F)F)NC(=O)N2c2ccccc21 (stereo not given),0,35,0.2,100,103,101,5,101,97,101,1
CN(C(=O)C1CCOC1)c1nnc(C2CCOC2)s1 (stereo not given),3,15,0.7,107,103,105,13,105,100,108,.
O=c1ccn(Cc2ccc(F)cc2)c2ccnc(C(F)(F)F)c12,9,10,0.7,103,103,100,2,103,101,98,-11
O=C1OC(Nc2ccc(Br)cn2)c2ccccc21 (stereo not given),-1,25,-0.1,101,103,100,11,103,101,98,.
COc1ccc(CCNC(=O)COC(=O)c2ccc(Br)o2)cc1,-11,33,-0.6,99,99,100,19,102,96,97,.
O=C(NC(=S)N1CCN(C/C=C/c2ccccc2)CC1)c1c(F)cccc1F,1,5,0.2,97,101,95,13,96,98,95,9
Cn1c(=O)c2c(ncn2CC(=O)N2CCN(C(=O)c3ccco3)CC2)n(C)c1=O,4,20,0.7,96,101,102,9,102,95,105,.
NC1=NC2(CCCCCC2)n2c(nc3ccccc32)N1,1,14,0.5,99,96,100,10,98,97,97,-3
CCOC(=O)c1cccc2c(=O)c(C(=O)c3ccc(Cl)cc3)c(C(=O)OC)[nH]c12,-5,9,-0.6,95,99,98,19,97,99,100,-9
COc1ccc(OCCC(=O)OCC(=O)NCCC2=CCCCC2)cc1,8,17,-0.2,97,96,99,9,96,93,105,17
CCC(/C=C1\Sc2ccc(OC)cc2N1CC)=C\c1sc2ccc(OC)cc2[n+]1CCCS(=O)(=O)[O-],-10,13,-2.0,94,96,92,7,94,93,95,0
CCOC(=O)C(NCc1ccccc1OC)(NC(=O)CC)C(F)(F)F (stereo not given),3,12,0.6,101,101,100,39,103,96,100,.
Cc1c(Cl)cccc1NC(=O)CSc1nnc(C)n1-c1ccccc1,4,15,0.6,102,107,100,5,98,101,97,.
CN(Cc1ccco1)C(=O)Cn1nc(-c2ccc(Cl)cc2)ccc1=O,1,11,0.3,102,105,103,7,101,100,108,4
O=C(O)c1cc(S(=O)(=O)NCC2CCCO2)ccc1Cl (stereo not given),6,15,0.6,102,101,101,8,102,99,105,.
CCN(CC)CCNCc1cc(Cl)c(OCC(=O)Nc2ccccc2)c(OC)c1,16,15,2.2,98,95,98,12,97,98,106,-11
CC(=O)N1c2c(cc(Br)cc2S(=O)(=O)N2CCN(c3ccccn3)CC2)CC1C (stereo not given),2,17,1.3,98,100,96,4,98,96,97,.
CCS(=O)(=O)N1CCN(C(=O)c2cc(OC)cc(OC)c2)CC1,1,20,0.3,102,104,103,5,106,102,96,2
CCc1nnc(NC(=O)Cc2ccc(OCc3c(C)noc3C)cc2)s1,0,29,-1.9,98,93,94,15,96,92,93,.
COCCCNc1nc2c([nH]1)c(=O)[nH]c(=O)n2C,5,14,1.1,103,107,105,12,104,104,102,-4
CCCN1C(=O)/C(=C\c2ccncc2)SC1=Nc1ccccc1,8,9,1.2,99,103,99,3,99,100,98,10
CCCNC(=O)CNC(=S)N(Cc1ccccc1F)C1CCCCC1,2,12,0.7,95,101,97,23,100,95,96,-10
CCN(CC)C1CCN(c2nc3nonc3nc2NCCOC)C1 (stereo not given),14,17,2.6,97,99,99,4,97,95,104,18
CC(C)CCN(N=O)[C@@H](Cc1ccccc1)CN(N=O)[C@@H](Cc1ccccc1)CN(C)N=O,4,21,4.7,98,98,98,6,94,95,103,.
CCC(CCC(=O)Nc1nncs1)C(=O)O (stereo not given),-1,28,0.3,100,100,99,17,99,99,97,.
CCCCN(C(=O)CSc1nnc2ccccn12)c1c(N)n(Cc2ccccc2)c(=O)[nH]c1=O,2,14,0.4,101,105,101,14,100,100,104,5
O=C(CSCc1cnn(-c2ccccc2)c1-n1cccc1)NCc1ccc2c(c1)OCO2,24,23,2.6,100,107,99,34,101,99,96,.
Cc1nc(NCC2CCCO2)[nH]c(=O)c1CCC(C)C (stereo not given),4,16,0.6,101,100,102,8,102,100,103,.
Cc1oc(-c2ccccc2F)nc1CN1CCC(C(=O)NCCC2=CCCCC2)CC1,3,67,1.3,100,98,99,14,100,97,92,8
Cc1cc(NC(=O)Nc2ccc(F)cc2F)n(C)n1,4,13,0.4,97,97,99,11,99,96,102,-15
O=C(CCCN1C(=O)/C(=C/c2cccs2)SC1=S)Nc1cccc(C(=O)O)c1,0,11,0.1,96,96,95,19,94,92,98,-8
CN1C(=O)NC(c2ccccc2)C2=C1CN(c1cccc(C(F)(F)F)c1)C2=O (stereo not given),4,13,0.3,103,105,101,12,104,101,100,-23
C=CCNC(=O)c1cccc(NS(=O)(=O)c2ccc(Cl)cc2)c1,4,10,0.2,96,96,97,9,94,92,100,-15
CCOc1cccc2c1OC1(C)CC2NC(=O)N1c1ccc(OC)cc1 (stereo not given),1,41,0.5,98,101,95,4,103,95,94,-4
CCOC(=O)c1ccc(N2C(=O)CC(NC3CCN(C(=O)c4ccc(F)cc4)CC3)C2=O)cc1 (stereo not given),2,52,0.3,101,101,101,14,102,99,101,-7
CC(=O)c1sc(NC(=O)C2COc3ccccc3O2)nc1C (stereo not given),3,14,0.3,100,103,98,16,104,98,97,.
NS(=O)(=O)c1ccc(NC(=O)CSc2nnc(COc3ccccc3Cl)n2C2CC2)cc1,0,13,0.0,104,105,105,6,105,102,104,.
CCC(=O)N(Cc1ccccc1)c1ccccn1,0,34,-0.4,100,100,99,6,101,99,96,-20
CSc1nc(N(C)NC(=O)c2ccccc2)c2ccccc2n1,1,33,0.3,100,99,100,6,99,98,100,.
CN(C)/C=C/C(=O)/C=C/c1ccc(Cl)cc1Cl,8,14,0.3,93,96,96,10,98,91,97,-11
CC(C)CNC(=O)c1noc2c1CCCC2,1,18,0.1,100,100,101,6,97,97,99,.
CN(C)S(=O)(=O)c1cccc(COC(=O)C2=COCCO2)c1,2,42,0.6,104,106,103,1,104,100,101,.
On1c(-c2ccccc2)nc2ccc(Cl)cc21,-1,27,0.1,100,99,100,10,99,99,99,1
CC(C)CNC(=O)CSc1nc(-c2cccs2)cc(C(F)(F)F)n1,16,29,0.3,97,102,97,4,98,97,97,.
COc1ccc(C2=NOC(C(=O)NCc3ccco3)C2)cc1OC (stereo not given),2,16,0.6,?,?,?,16,?,?,?,.
Cc1cc(C)cc(NC(=O)CCn2ccnc2C)c1,2,81,0.5,98,96,96,11,99,96,96,17
O=C(Nc1nnc(-c2ccc(Cl)cc2)o1)c1ccc(N2C(=O)CCC2=O)cc1,-3,9,-1.2,98,101,96,9,94,96,97,.
NS(=O)(=O)c1ccc(NC(=O)c2cc(-c3cccs3)nc3ccccc23)cc1,0,15,0.1,101,105,101,18,100,102,101,5
O=C(NCCc1ccccn1)c1cccc(S(=O)(=O)N2CCCCCC2)c1,7,11,1.1,99,102,98,9,101,96,99,.
COc1ccc(N=C2S/C(=C\c3ccc(C)o3)C(=O)N2CC(C)C)cc1,3,31,0.1,102,102,101,4,102,99,102,.
O=C(CSc1nc2[nH]ncc2c(=O)[nH]1)Nc1nccs1,1,20,-0.1,95,97,96,6,94,97,106,6
Cn1c(N2CCOCC2)c(/C=N/O)c2ccccc21,0,10,-0.2,96,97,98,8,96,94,104,15
